# Screens: PubChem, National Center for Advancing Translational Sciences (NCATS)
# TRb SRC2 PPI – inhibitors of human thyroid hormone receptor beta-SRC2 interaction; P10828; TRbeta-SRC2 peptide binding, fluorescence polarization; receptor liganded with 1 µM T3; Potency, µM (doses to about 106 µM), for inactives: at the highest dose activity change, negative = inhibition, actives largely listed as inhibitors; 0.065% of 280,000 active;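 note: plate controls were bound peptide for no effect and peptide without receptor for full effect; nearly all actives have a fitted effect of over 50% in size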
#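 Quantitative HTS by FP: 0.6 uM TRb LBD, 20 nM labeled SRC2 20-mer, 1 uM T3, 5% DMSO; 5 hr ambient incubation; % activity per concentration and potencies from concentration series.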
# HTT cytoprotect – Huntington cell model cytoprotection by ATP luminescence; Potency, µM (top dose mostly 56.4 µM), without a hit: cytoprotection (ATP increase), most hits filed as activators; 0.14% of 230,000 active; PC12 HTT-Q103 induced, cytoprotection, ATP luminescence, 40 h;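 note: % of control where 0% means no effect; nearly all actives have a fitted effect of over 45% in size; toxic huntingtin expression switched on by the ecdysone agonist tebufenozide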
#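 PC12 cells stably carrying ecdysone-inducible Htt exon 1 (Q103)–GFP were induced with 100 nM tebufenozide (final) alongside library compounds in a dose series. Cytoprotection was scored as retained ATP by ATPlite luminescence.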
# L3MBTL1 block – inhibitors of human L3MBTL1; 0.66% of 230,000 active; Q9Y468; AlphaScreen L3MBTL1–H3K9me1 peptide binding; Potency, µM (series often up to 57.1 µM), without a hit: at the top dose activity, negative = inhibition, most hits filed as inhibitors; note: % is set by controls: 0 for no effect and ±100 for the full control effect; nearly all actives have a fitted effect of over 60% in size
#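 Displacement of a biotinylated histone H3(1-15) peptide monomethylated at Lys9 (75 nM) from L3MBTL1 (50 nM) was measured by AlphaScreen after a 30 min room-temperature compound incubation; cefsulodin titration served as intraplate control.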
# Tau fibril ThT – blocks human tau fibril formation measured by thioflavin T; P10636; recombinant tau K18 P301L, heparin-induced fibrillization, ThT fluorescence; Potency, µM (titrated, usually from 57.4 µM), inactives show at the top dose activity, negative = inhibition, actives largely listed as inhibitors; 2.1% of 270,000 active; AID 1460; note: % is set by controls: 0 for no effect and ±100 for the full control effect; nearly all actives have a fitted effect of over 55% in size
# Target sequence (P10636 561-689 P618L limits assumed): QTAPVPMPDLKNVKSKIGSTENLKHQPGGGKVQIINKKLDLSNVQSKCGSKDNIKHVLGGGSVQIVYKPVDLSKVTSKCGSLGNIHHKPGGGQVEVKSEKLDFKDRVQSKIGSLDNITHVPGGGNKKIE
#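 Aggregation was driven by heparin (20 uM final) acting on recombinant tau […] bearing P301L in 100 mM sodium acetate pH 7; fibrils were detected with Thioflavin T.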
# Tau FP inhib – blocks human tau fibril formation measured by polarization. P10636. K18 P301L tau heparin fibrillization, Alexa594 FP, 6 h. Potency, µM (titrated, usually from 57.7 µM), for the others: at the highest dose activity, negative = inhibition, most hits filed as inhibitors. 0.39% of 280,000 active. AID 1468; note: % is set by controls: 0 for no effect and ±100 for the full control effect; nearly all actives have a fitted effect of over 55% in size
#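 FP of Alexa 594-tau after heparin (20 uM) induction. Substrate: human K18 P301L, 15 uM unlabeled, 0.24 uM labeled. Buffer 100 mM sodium acetate pH 7. 6 hr, 37 C.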
# TR SRC2 fluor cs – Texas Red fluorescence interference in TRb-SRC2 counter-screen; AID 1479; TRb/SRC2 Texas Red total fluorescence interference; 0.29% of 280,000 active; Potency, µM (series often up to 106 µM), for inactives: at the top dose fluorescence change, negative = quenching; active = well fitted curve in either direction with a large enough effect; inconclusive = small, poorly fitted or top-dose-only effect; note: % is set by controls: 0 for no effect and ±100 for the full control effect
#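 Human TRb ligand-binding domain at 0.6 uM with 20 nM Texas Red SRC2 peptide in Tris buffer containing 1 uM T3 and 5% DMSO, incubated with compound 5 h at ambient temperature. Total fluorescence (555/632 nm) calculated as parallel + 2 × perpendicular.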
# Tau fluor cs – counter-screen for tau fibril formation inhibitors; tau K18 P301L Alexa594 fluorescence, heparin fibrillization; Potency, µM (doses to about 57.7 µM), for inactives: at the highest dose activity change, negative = decrease; 0.93% of 280,000 active; note: % is set by controls: 0 for no effect and ±100 for the full control effect; nearly all actives have a fitted effect of over 55% in size
#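 Human tau K18 P301L (15 uM unlabeled, 0.24 uM Alexa 594-labeled) in 100 mM sodium acetate pH 7 with 20 uM heparin, 6 hr at 37 C. ThT 30 uM added, 1 hr ambient; Alexa 594 FP and total fluorescence read at 555/632 nm.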
# RECQ1 helicase – inhibitors of human RECQ1 DNA helicase | P46063 | RECQ1 DNA unwinding, red fluorescence kinetic read | Potency, µM (top dose mostly 57.3 µM), without a hit: top-dose activity, negative = inhibition, usual class: inhibitors | 0.54% of 240,000 active | AID 2549;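 note: plate controls were vehicle for no effect and no enzyme for full effect; nearly all actives have a fitted effect of over 30% in size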
# Target sequence (P46063 whole entry, looked up): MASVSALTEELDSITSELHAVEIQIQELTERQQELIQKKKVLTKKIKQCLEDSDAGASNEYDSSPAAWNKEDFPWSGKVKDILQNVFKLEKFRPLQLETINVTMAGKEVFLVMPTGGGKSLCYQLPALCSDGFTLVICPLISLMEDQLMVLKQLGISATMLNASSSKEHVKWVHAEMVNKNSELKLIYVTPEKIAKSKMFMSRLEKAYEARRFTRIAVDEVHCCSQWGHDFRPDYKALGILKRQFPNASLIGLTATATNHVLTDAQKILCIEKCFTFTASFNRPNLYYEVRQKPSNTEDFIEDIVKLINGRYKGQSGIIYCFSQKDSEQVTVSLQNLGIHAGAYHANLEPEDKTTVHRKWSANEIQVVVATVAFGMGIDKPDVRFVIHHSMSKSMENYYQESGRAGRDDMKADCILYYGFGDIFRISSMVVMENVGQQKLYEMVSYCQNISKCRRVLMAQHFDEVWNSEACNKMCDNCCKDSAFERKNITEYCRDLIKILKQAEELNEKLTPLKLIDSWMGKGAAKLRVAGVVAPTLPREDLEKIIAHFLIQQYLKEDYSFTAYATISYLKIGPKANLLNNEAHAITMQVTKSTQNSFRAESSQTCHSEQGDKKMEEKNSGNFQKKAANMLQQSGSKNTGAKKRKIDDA
#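 RECQ1T1 50 nM; forked duplex (20 bp + 30-nt ss tails) 200 nM, ATP 2 mM final; pH 8.0, 2 mM MgCl2, 2.5 ug/ml poly(dI-dC); 15 min compound preincubation; discontinuous kinetic read over 2 h at RT.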
# Numbers without * were called inactive; i = inactive; ? = inconclusive; . = no result given; [ ] = dose if it differs, or a comment. Unless noted, calls come from the whole dose curve; as a rule, active = well fitted curve in the direction sought with a large enough effect; inconclusive = small, poorly fitted or top-dose-only effect, or another doubt; inactive = no such curve, though single readings can be large; an effect the other way counts as inactive or inconclusive. Potency is the fitted concentration of half-maximal effect. This is a subset; rates above refer to the full screens.
Compound | TRb SRC2 PPI | HTT cytoprotect | L3MBTL1 block | Tau fibril ThT | Tau FP inhib | TR SRC2 fluor cs | Tau fluor cs | RECQ1 helicase
COc1cc(NC(=O)CSc2nnnn2Cc2ccccc2)cc(OC)c1 | -6% | 3%[10 µM] | 6% | 3% | -14% | -2% | -9% | i
CC(OC(=O)c1cccnc1)C(=O)Nc1ccc2c(c1)OCO2 (configuration not stated) | -2% | -8% | 11% | -2% | 0% | -3% | 0% | i
COc1ccccc1CNc1ccc(-c2nc(-c3cccnc3)no2)cc1[N+](=O)[O-] | -2% | . | . | -1% | -13% | -2% | -7% | .
COc1ccccc1CNS(=O)(=O)c1cc(Br)cc2c1N(C(C)=O)C(C)C2 (configuration not stated) | 7% | . | . | -4% | -5% | -1% | -18% | .
COc1cc(C(=O)Nc2nc3ccc(C)cc3s2)ccc1OCc1c(C)noc1C | 29% | -8% | 6% | -13% | -4% | ? | -17% | -1%
CC1CCN(c2c(NCc3ccc(C(=O)N4CCc5ccccc54)cc3)c(=O)c2=O)CC1 | -3% | -116%[inhibitor] | . | -16% | 10% | -7% | -20% | -13%
O=C(c1cc2cc(Br)ccc2oc1=O)N1CCCC1 | -1% | -9% | . | -2% | 9% | -1% | -3% | i
NCCc1nnc(SCc2ccc(Cl)cc2)o1 | 3% | . | . | -6% | 1% | 10% | -9% | .

# Following part
Compound | TRb SRC2 PPI | HTT cytoprotect | L3MBTL1 block | Tau fibril ThT | Tau FP inhib | TR SRC2 fluor cs | Tau fluor cs | RECQ1 helicase
Cc1ccc(NC(=O)CC2Sc3ccccc3NC2=O)c(C)c1 (configuration not stated) | 3% | . | . | -1% | -8% | 5% | -4% | .
COc1cc(CN2CCC(C(=O)NC3CCCC3)CC2)cc(OC)c1O | 5% | -9%[10 µM] | 10% | -16% | 5% | 3% | -11% | -8%
COCCNC(=O)c1cc(-c2cccs2)on1 | -3% | -4% | 5% | -15% | 0% | -2% | -4% | -16%
CSc1nc2c(c(=O)[nH]1)C(c1cccc(Cl)c1Cl)CC(=O)N2 (configuration not stated) | 5% | -167%[inhibitor] | -9% | -1% | 2% | -2% | -3% | 0%
CCN(CC)c1ccc(N2C(=O)/C(=C/c3cccs3)SC2=S)cc1 | -19% | -6% | -1% | ? | -8% | -1% | -26% | 15%
Cc1c(/C=N/N2C(=O)C3C4C=CC(C4)C3C2=O)c2ccccc2n1C (configuration not stated) | -2% | 2%[10 µM] | 2% | -16% | 3% | -5% | -18% | -7%
CC(=O)C1=C(O)C(=O)N(CCc2c[nH]c3ccccc23)C1c1ccc(C)cc1 (configuration not stated) | 1% | -16%[10 µM] | -11% | -15% | 2% | -2% | -12% | i
O=C(NC1CCCCC1)N(CCN1CCCC1)Cc1cc2cc3c(cc2[nH]c1=O)OCCO3 | -10% | 3%[10 µM] | -1% | ? | -6% | -6% | -3% | -11%

# Further results follow.
Compound | TRb SRC2 PPI | HTT cytoprotect | L3MBTL1 block | Tau fibril ThT | Tau FP inhib | TR SRC2 fluor cs | Tau fluor cs | RECQ1 helicase
CCOC(=O)c1c(C2CC2)csc1NC(=O)COC(=O)CCS(=O)(=O)c1ccc(C)cc1 | -13% | -20%[1.9 µM] | -6% | ? | 1% | -2% | -18% | -16%
O=C(COC(=O)CNS(=O)(=O)c1cccc(Br)c1)NC(=O)Nc1ccc2c(c1)OCCO2 | -6%[53 µM] | 20%[10 µM] | 3% | 4% | 5% | -1%[53 µM] | -13% | -6%
O=C(N/N=C/c1ccc2c(c1)OCO2)c1ccc(Br)o1 | -5% | -7%[10 µM] | -1% | 6% | 7% | -1% | 3% | 5%
COCc1cc(C)nc(OCC(=O)N/N=C/c2ccc(C)cc2)c1C#N | -2% | -5%[10 µM] | 16% | -8% | -12% | -2% | -15% | -10%
CN(CC1CCOCC1)C(=O)CC1C(=O)NCCN1Cc1cccc(Oc2ccccc2)c1 (configuration not stated) | -5% | 10%[10 µM] | -9% | -12% | 4% | -4% | 2% | i
Cc1cc(C(=O)COC(=O)c2ccc[nH]c2=O)c(C)n1-c1ccc(Br)cc1 | -6% | -24%[10 µM] | -7% | -8% | 3% | 1% | 1% | -11%
COC(=O)c1c(NC(=O)COc2cc(C)ccc2C(C)C)sc2c1CCC(C)C2 (configuration not stated) | -6% | . | . | -7% | 2% | ? | 4% | .
COc1ccc(/C(C)=N/N=C(N)N)c(OC)c1 | 0% | -4%[10 µM] | 9% | -4% | -1% | -7% | -11% | -7%

# (more compounds)
Compound | TRb SRC2 PPI | HTT cytoprotect | L3MBTL1 block | Tau fibril ThT | Tau FP inhib | TR SRC2 fluor cs | Tau fluor cs | RECQ1 helicase
CS(=O)(=O)N(CC(=O)Nc1ccc(S(=O)(=O)N2CCCC2)cc1)c1ccccc1 | 1% | -1%[10 µM] | -3% | 4% | 3% | -2% | -1% | 5%
CS(=O)(=O)CCC(C(=O)Nc1cccc(C(F)(F)F)c1)N1Cc2ccccc2C1=O (configuration not stated) | -12% | . | . | 7% | -2% | 25µM*[quencher] | -3% | .
CCOc1ccc(N2CC(C(=O)Nc3ccccc3N3CCOCC3)CC2=O)cc1 (configuration not stated) | 0% | 7% | . | -9% | 0% | -1% | -11% | -3%
CCOc1ccc(NC(=S)NCc2ccco2)cc1 | 7% | -25% | . | -12% | 3% | -2% | -10% | 0%
OC(CNCCC1C=Nc2ccccc21)Cn1c2ccc(Cl)cc2c2cc(Cl)ccc21 (configuration not stated) | -7%[53 µM] | -4%[10 µM] | -7% | ? | ? | -1%[53 µM] | 3.2µM*[quencher] | -1%
Cc1ccc(C(=O)NC(C)c2nc3ccccc3n2CC(=O)Nc2c(C)cc(C)cc2C)cc1 (configuration not stated) | -1% | 8%[10 µM] | . | 8% | -3% | -4% | 0% | 19%
Cc1cc(=O)n(C)c(=O)n1CCCNc1ccccc1 | -1% | 25%[1.9 µM] | 0% | -5% | 12% | -4% | -8% | -2%
COc1cccc(/C=C2\N=C(SC)SC2=O)c1OC | -5% | 2% | 8% | ? | ? | -3% | -28% | -11%

# (continued)
Compound | TRb SRC2 PPI | HTT cytoprotect | L3MBTL1 block | Tau fibril ThT | Tau FP inhib | TR SRC2 fluor cs | Tau fluor cs | RECQ1 helicase
CN1C(=O)c2cccc(NC(=O)CCc3ccccc3)c2C1=O | -16% | -4% | . | -12% | 8% | 1% | -9% | -3%
Cc1ccc(CNC(=O)C2CCN(S(=O)(=O)c3ccc4c(c3)oc(=O)n4C)CC2)cc1 | -11% | . | . | 6% | -9% | -1% | -7% | .
COc1cc(C2C(C#N)=C(N)OC3=C2C(=O)CC(C)(C)C3)ccc1OCCN1CCOCC1 (configuration not stated) | -2% | 37%[10 µM] | 1% | 3% | 1% | -2% | -2% | -7%
CC1CN(C(=O)Nc2ccc(C(=O)NCCc3ccccc3Cl)cc2)c2ccccc2S1 (configuration not stated) | -3% | . | . | -8% | -10% | -1% | -21% | .
CC1CCCN(S(=O)(=O)c2cc(C(=O)NCCc3ccccc3)n(C)c2)C1 (configuration not stated) | 4% | . | . | -1% | 5% | -6% | -1% | .
CCC/C(=N/NC(=O)c1ccccc1Cl)c1ccccc1 | 2% | 15% | . | 0% | 8% | 1% | -3% | -5%
COc1ccc(CNC2CC(=O)N(C)C2=O)cc1 (configuration not stated) | -6% | -1% | 4% | -8% | -3% | 4% | -3% | -9%
O=C(Nc1nc2ccc(Cl)cc2s1)c1ccco1 | 2% | -79%[inhibitor] | . | -2% | 3% | -1% | -6% | i

# Fetched by structure from above (four):
Compound | TRb SRC2 PPI | HTT cytoprotect | L3MBTL1 block | Tau fibril ThT | Tau FP inhib | TR SRC2 fluor cs | Tau fluor cs | RECQ1 helicase
CCC/C(=N/NC(=O)c1ccccc1Cl)c1ccccc1 | 2% | 15% | . | 0% | 8% | 1% | -3% | -5%
CC1CN(C(=O)Nc2ccc(C(=O)NCCc3ccccc3Cl)cc2)c2ccccc2S1 (configuration not stated) | -3% | . | . | -8% | -10% | -1% | -21% | .
COc1cc(C2C(C#N)=C(N)OC3=C2C(=O)CC(C)(C)C3)ccc1OCCN1CCOCC1 (configuration not stated) | -2% | 37%[10 µM] | 1% | 3% | 1% | -2% | -2% | -7%
Cc1ccc(CNC(=O)C2CCN(S(=O)(=O)c3ccc4c(c3)oc(=O)n4C)CC2)cc1 | -11% | . | . | 6% | -9% | -1% | -7% | .

# The main list resumes with the 2 entries that preceded the break.
Compound | TRb SRC2 PPI | HTT cytoprotect | L3MBTL1 block | Tau fibril ThT | Tau FP inhib | TR SRC2 fluor cs | Tau fluor cs | RECQ1 helicase
COc1ccc(CNC2CC(=O)N(C)C2=O)cc1 (configuration not stated) | -6% | -1% | 4% | -8% | -3% | 4% | -3% | -9%
O=C(Nc1nc2ccc(Cl)cc2s1)c1ccco1 | 2% | -79%[inhibitor] | . | -2% | 3% | -1% | -6% | i
Cc1ccc(NC(=O)C2CC(=O)n3c(nc4ccccc43)N2)cc1 (configuration not stated) | -16% | 18% | 7% | 4% | -5% | -1% | 7% | -1%
CCOC(=O)c1[nH]c(COC(=O)CCCOc2ccccc2)c(C(=O)OCC)c1C | 5% | 0% | 6% | -3% | 7% | 0% | -14% | -13%
Brc1ccc2c(c1)OCCOCCOCCOCCOCCOCCO2 | -8% | 13%[10 µM] | -4% | -4% | -8% | -1% | -3% | i
O=C(/C=C/c1c[nH]c2ccccc12)c1cccc2ccccc12 | 4% | 10%[10 µM] | -5% | ? | ? | -1% | 6.3µM*[quencher] | -27%
O=C(C/C=N/OCc1ccc(Cl)cc1)c1cnc(-c2ccccc2)s1 | 6% | -15% | -14% | ? | -5% | 4% | -15% | -2%
COc1cccc(CNC(=O)CC(c2ccc(F)cc2)N2Cc3ccccc3C2=O)c1 (configuration not stated) | 1% | . | . | 3% | 7% | -1% | -4% | .
